# VHR inh abs: blocks human VHR1 dual specificity phosphatase; recombinant VHR phosphatase, pNPP absorbance; inhibition, % at 13.3 µM; hit rate 0.52% among 290,000; P51452; in the data active means inhibition above about 50%; further: some compounds called inactive have numbers as strong as hits
# Rv3671c protease: Rv3671c (M. tuberculosis) protease inhibition. inhibition, % at 5.96 µM. hit rate 0.048% among 320,000. AID 2606; in the data active means inhibition above about 38%;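 further: extracellular domain of Rv3671c used as enzyme; 0% = enzyme with DMSO and 100% = no enzyme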
# SARS 3CLpro inh: SARS-CoV 3CLpro protease inhibition | recombinant SARS-CoV 3CLpro, quenched FRET peptide cleavage | inhibition, % at 6 µM | hit rate 0.14% among 290,000 | AID 1706; in the data active means inhibition above about 12%
# MazF activator: activators of E. coli MazEF toxin-antitoxin RNase; P0AE70; FAM/BHQ RNA-DNA oligo cleavage fluorescence, 5 h; activation, % at 20 µM; hit rate 0.32% among 350,000; AID 504720; in the data active means activation above about 50%
# PfHsp40 rescue: restores yeast growth despite PfHsp40 toxicity. growth rescue, % at 12.5 µM. hit rate 0.68% among 340,000. S. cerevisiae expressing PfHsp40, growth rescue, ATP luminescence; in the data active means growth rescue above about 28%, passing the limit was not always enough;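 further: yeast W303a lacking pdr1 and pdr3 grown in galactose medium; growth measured after three days at 30 °C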
# TcdB GH inh: inhibitors of Clostridioides difficile toxin B glycohydrolase. P18177. TcdB glycohydrolase enzymatic assay, plate reader. inhibition, % at 9.99 µM. hit rate 0.24% among 350,000. AID 652162; in the data active means inhibition above about 10%
# BH1578 lux ind: inducers of Vibrio cholerae quorum light production without autoinducers | hit rate 0.16% among 350,000 | AID 588436 | activation, % at 18.7 µM | V. cholerae BH1578 lux reporter, luminescence, 6 h; in the data active means activation mostly above about 9.7%, no sharp cut-off; further: not every result past the cut was called active; inactives centre near 0; reference of the scale not given here
# PriA SSB inh: K. pneumoniae PriA-SSBct interaction inhibition | AlphaScreen SSBct-PriA binding, biotinylated peptide | AID 1272365 | hit rate 0.6% among 430,000 | inhibition, % at 33 µM; in the data active means inhibition mostly above about 37%, no sharp cut-off; inactive means mostly below about 20%;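 further: plate controls were negative control peptide for no effect and reference peptide for full effect; strong numbers were not always called active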
# Anthrax LF inh2: inhibitors of Bacillus anthracis lethal factor protease; hit rate 0.12% among 360,000; AID 588501; inhibition, % at 10 µM; multiplex microsphere protease cleavage assay, LF; in the data active means inhibition above about 30%; further: plate controls were buffer without enzyme for full effect and enzyme alone for no effect
# Yp Topo-I inh: Y. pestis Topo-I inhibition via cleavage products; Y. pestis Topo-I cleavage product accumulation, plate reader; activity, % at 10 µM; hit rate 0.064% among 360,000; in the data active means activity above about 50%, passing the limit was not always enough; further: inactives centre near 2
# * marks the source's active call; other numbers are inactive results; i = inactive; · = no result given; & = joins results of further samples. An excerpt; the hit share may differ from the screen's.
SMILES,VHR inh abs,Rv3671c protease,SARS 3CLpro inh,MazF activator,PfHsp40 rescue,TcdB GH inh,BH1578 lux ind,PriA SSB inh,Anthrax LF inh2,Yp Topo-I inh
COc1ccc(C(O)c2nc(-c3ccncc3)cs2)cc1 (stereo not given),·,·,·,·,·,-3.2,-0.7,·,1,2
CC1CCCN(C(=O)CN2C(=O)NC(C)(c3ccc4ccccc4c3)C2=O)C1 (stereo not given),·,-1,·,-4,2.1,4.3,1.0,-7,-5,13
COC(=O)C[n+]1cccc2ccccc21,0,7,-1,-208,0.0,1.4,-0.3,-15,30*,-3
Cc1noc(C)c1C(=O)NCCCc1ccccc1,-13,3,0,1,2.3,·,-2.9,-3,3,3
CCOC(=O)C1=C(COc2ccccc2)NC(=O)NC1c1ccc(Cl)cc1 (stereo not given),-14,1,4,6,0.6,0.7,i,-9,3,14
CN1C(=O)CC(c2ccccc2)CC1=O,·,-2,·,-4,-2.8,0.7,-0.5,-7,-4,10
CC(=O)Nc1c(O)nc(SCC(=O)N2CCN(c3ccc(F)cc3)CC2)[nH]c1=O,-18,5,-3,-2,8.5,·,11,-7,-3,-4
CC(C)OC(=O)CSc1nc2cccnc2n1C1CCCCC1,11,-8,-3,-2,1.3,·,·,-8,2,25
CCOc1ccc(N2C(=O)NC(=O)/C(=C\c3cc(OC)c(OC)cc3[N+](=O)[O-])C2=O)cc1,-1,-7,-1,-8,0.2,·,i,9,-2,-8
CCCOc1cccc(C(=O)NCCNC(=O)c2ccco2)c1,14,4,-3,6,-0.7,0.1,-0.2,-7,-6,-1
COc1ccc(NC(=O)c2oc3ccccc3c2NC(=O)COc2ccccc2OC)c(OC)c1,31,2,4,-10,-0.8,·,-0.4,-24,-4,0
O=C(COC(=O)c1sc2ccccc2c1Cl)NCC1CCCCC1,18,-14,-3,-12,1.5,·,i,-16,1,-3
CCCC1=C(C(=O)OCC)C(c2cccs2)C(C#N)=C(N)O1 (stereo not given),4,-12,6,-1,-0.4,·,-2.5,-2,0,0
OC1(C#CCN2CCOCC2)CCCCC1,3,-1,-1,3,-0.7,0.8,·,3,1,1
CSCCC(NC(=O)COc1ccccc1)C(=O)NCc1cccs1 (stereo not given),41,-10,1,5,-1.6,0.9,i,5,-2,9
CCOC(=O)c1ccc(-n2c(-c3ccco3)nc3ccccc3c2=O)cc1,-4,2,·,7,0.9,·,0.2,-3,-2,-1
CN(Cc1ccccc1)C(=O)CN1C(=O)NC2(CCCc3sccc32)C1=O (stereo not given),·,·,·,-13,·,-0.3,i,·,-3,8
Cc1ccc(-n2nc(C)c(NC(=O)CCl)c2C)cc1,18,-2,1,-1,1.1,·,-0.2,6,1,-3
CCCCN1C=CC(=C2N=c3cccc([N+](=O)[O-])c3=N2)C=C1,-6,-5,-1,4,-1.2,1.9,-0.3,3,1,-7
CCOC(=O)c1sc(C)c2c1NC1(CCCCC1)NC2=O,37,9,-2,13,1.9,0.2,i,-10,2,-1
Cc1c(CC(=O)N[C@@H](CCCNC(N)=O)C(=O)O)c(=O)oc2cc3oc4c(c3cc12)CCCC4,38,-8,-7,·,1.3,2.8,i,·,10,16
Cn1nc(C(C)(C)C)c([N+](=O)[O-])c1C(=O)Nc1ccccc1,-2,-7,8,3,-0.8,·,3.8,-4,2,5
CCC(C)(C(=O)NC1CCCCC1)N(C(=O)c1cnccn1)c1c(C)n(C)n(-c2ccccc2)c1=O (stereo not given),12,-8,5,1,-0.5,·,-1.4,-12,0,-1
COc1ccc(/C=N/NC(=O)c2ccc(COc3cccc4cccnc34)cc2)cc1OC,5,-21,2,-6,0.7,-1.5,i,·,1,1
O=C(CN1CCOCC1)NCc1ccc(F)cc1,-6,1,5,6,0.2,1.0,0.8,-3,-1,3
CC(C)Cn1c(N)c(C(=O)COC(=O)c2ccc3ccccc3n2)c(=O)n(C)c1=O,·,-4,4,2,0.1,·,i,-1,-3,-2
O=C(CSc1ccc(-c2ccccc2)nn1)NCC1CCCO1 (stereo not given),-14,11,-2,-6,-0.5,-0.9,-0.4,8,0,-5
COc1cccc(C(=O)N2CCN(C(=O)C3CC3)CC2)c1,21,·,1,8,0.0,1.0,-1.5,-14,-2,6
Cc1ccc2cc(C3CC(c4ccco4)=NN3C(=O)CCC(=O)O)c(Cl)nc2c1 (stereo not given),1,6,-5,-4,0.6,·,i,-13,-3,-2
O=c1c2ccccc2nc(N2CCCC2)n1-c1ccc(Cl)cc1,1,-15,-1,4,0.7,·,-1.9,-16,2,13
Cc1ccccc1NC(=O)CCN1CCN(C)CC1,7,·,3,3,0.3,-5.7,-0.3,-26,-6,0
CCN1CCN(C(=O)COc2ccc(S(=O)(=O)NC(C)C)cc2)CC1,4,-9,-5,-2,-1.0,0.1,-0.5,-2,-1,3
COC(=O)C(CSCc1ccccc1)NC(=O)CSc1nc(N)cc(=O)[nH]1 (stereo not given),-15,8,7,-3,-0.3,4.7,-0.2,1,0,1
CN1C(C)(C)c2ccccc2OS1(=O)=O,17,-6,2,0,-0.9,1.4,-0.4,-9,-5,6
CC(C)(C)NC(=O)NC(=O)COC(=O)CCCc1c[nH]c2ccccc12,10,-3,3,-5,2.3,·,i,13,-3,-9
Nc1cccc(-c2c[nH]c3ncc(-c4cccnc4)cc23)c1,·,·,·,-3,-0.4,·,0.3,-15,-11,-5
Cc1cc(-n2cnc3c(=O)[nH]cnc32)ccc1N,32,-7,0,7,-0.5,0.4,-0.6,-10,15,-4
N#Cc1c(NC(=O)Cn2nc(C(F)(F)F)c3c2CCCC3)sc2c1CCC2,24,-3,-4,-5,-0.6,·,-0.4,-17,-14,1
CC(C)Cc1nnc(NC(=O)CCN2C(=O)c3ccccc3C2=O)s1,27,21,-1,4,0.3,-0.6,-0.1,-16,-3,0
CC(c1nccs1)N(C)C(=O)c1cn(Cc2cccc3ccccc23)nn1 (stereo not given),6,-9,-1,7,-1.2,7.9,-0.4,-2,0,10
Cc1ccc(C)c(NC(=O)c2cnccn2)c1,-12,0,-4,7,0.6,1.8,i,2,-27,2
CCCn1nnnc1NCc1cccn1C,-9,5,-8,-16,-0.6,·,-0.3,-5,-5,0
CCNS(=O)(=O)c1ccc(NC(=O)c2cc(C(F)(F)F)nn2C)cc1,20,-2,7,4,-0.2,·,·,8,-6,0
O=c1[nH]c(=O)n(-c2cccc3ccccc23)c(O)c1/C=N/N1CCCCC1,24,3,-4,4,-1.5,0.1,0.6,·,-15,17
CC1CC(C)CN(S(=O)(=O)c2ccc(NN)nc2)C1 (stereo not given),8,13,-3,4,0.5,0.1,0.1,5,7,7
CCOC(=O)c1nnn(-c2nonc2N)c1-c1cccs1,11,-3,-1,6,-0.7,·,i,-7,-2,5
NC(=O)NCc1ccc(Cl)cc1,16,10,2,-11,-2.0,·,-0.6,-6,3,2
Cc1nc(NC(=O)CSc2nnc3ccccn23)c(Cl)cc1Cl,22,-4,2,5,-0.4,·,-1.4,-27,-6,-1
O=C1CC(c2ccccc2)C(=O)N1c1cccc(O)c1 (stereo not given),-15,3,-2,4,-0.5,·,i,-18,0,-4
COc1cccc(S(=O)(=O)N(C)C[C@H]2Oc3cc(Br)ccc3S(=O)(=O)N([C@@H](C)CO)C[C@H]2C)c1,·,·,·,0,·,1.0&-0.5,i,·,-3,28
O=C(C1CCN(S(=O)(=O)c2ccc(Br)s2)CC1)N1CCN(C2CCCCC2)CC1,22,0,0,4,-0.8,0.4,i,-8,2,32
O=C1N/C(=N\c2ccccn2)SC1Cc1ccc(Cl)cc1 (stereo not given),35,-3,1,-1,0.0,1.0,-0.4,·,-3,15
O=C(CN(Cc1ccc2c(c1)OCO2)C(=O)CNS(=O)(=O)c1ccccc1)NCc1ccco1,-16,4,2,-1,-0.4,·,-2.2,-2,3,4
CC1CCN(C(=O)COC(=O)c2ccc3c(c2)OCO3)CC1,26,-1,8,7,-1.8,0.4,i,4,-1,-1
CCOc1ccc(NC(=O)Cn2nnc(-c3ccc(C(N)=O)cc3)n2)cc1S(=O)(=O)N1CCCC1,·,·,·,-2,-0.1,0.1,-0.7,5,-3,3
CSc1ncccc1C(=O)N1CCCC(CCC(=O)NCc2ccccc2F)C1 (stereo not given),21,5,-4,4,-0.4,0.0,·,-10,0,2
CC(C(=O)c1ccccc1)[n+]1cccc(Br)c1 (stereo not given),12,-4,-2,2,-0.4,0.3,0.0,4,-7,3
Cc1cccc(OCC(=O)Nc2ccc3c(c2)OCCO3)c1,6,2,2,3,1.8,·,i,-8,-4,5
CCCOc1ccc(C(=O)NCCCn2ccnc2)cc1,18,1,-1,-1,-1.1,·,i,-6,-6,-7
CCOc1ccc(C(=O)N2CCN(S(=O)(=O)c3ccc4c(c3)OCCO4)CC2)cc1OCC,·,·,·,-5,-0.5,1.1,0.0,-2,-3,-4

# Ordered by count of non-hydrogen atoms (high to low): some entries from above.
SMILES,VHR inh abs,Rv3671c protease,SARS 3CLpro inh,MazF activator,PfHsp40 rescue,TcdB GH inh,BH1578 lux ind,PriA SSB inh,Anthrax LF inh2,Yp Topo-I inh
CC(C)Cn1c(N)c(C(=O)COC(=O)c2ccc3ccccc3n2)c(=O)n(C)c1=O,·,-4,4,2,0.1,·,i,-1,-3,-2
Cc1ccc2cc(C3CC(c4ccco4)=NN3C(=O)CCC(=O)O)c(Cl)nc2c1 (stereo not given),1,6,-5,-4,0.6,·,i,-13,-3,-2
CCCOc1cccc(C(=O)NCCNC(=O)c2ccco2)c1,14,4,-3,6,-0.7,0.1,-0.2,-7,-6,-1

# Going on with the list.
SMILES,VHR inh abs,Rv3671c protease,SARS 3CLpro inh,MazF activator,PfHsp40 rescue,TcdB GH inh,BH1578 lux ind,PriA SSB inh,Anthrax LF inh2,Yp Topo-I inh
COc1cccc(/C=N/NC(=O)CNC(=O)/C=C\c2ccccc2)c1O,-1,4,-1,3,-0.4,-0.5,-0.5,·,-2,1
CC(=O)Nc1ccc(N=Cc2ccc(OCc3ccccc3)cc2)cc1,18,3,-1,5,1.7,·,-0.3,-9,0,0
CC1(C(=O)NS(=O)(=O)c2cccc(F)c2)CCN1C(=O)CCC1CCCC1 (stereo not given),·,·,·,·,·,0.1,-1.3,·,-2,4
COc1ccc(NCCC(O)c2ccc(Cl)cc2)cc1 (stereo not given),67,2,-1,9,1.4,-3.7,1.2,36,2,-9

# Some of these compounds in order of molar mass, lowest first.
SMILES,VHR inh abs,Rv3671c protease,SARS 3CLpro inh,MazF activator,PfHsp40 rescue,TcdB GH inh,BH1578 lux ind,PriA SSB inh,Anthrax LF inh2,Yp Topo-I inh
CCCOc1ccc(C(=O)NCCCn2ccnc2)cc1,18,1,-1,-1,-1.1,·,i,-6,-6,-7
COc1ccc(NCCC(O)c2ccc(Cl)cc2)cc1 (stereo not given),67,2,-1,9,1.4,-3.7,1.2,36,2,-9
Cc1cccc(OCC(=O)Nc2ccc3c(c2)OCCO3)c1,6,2,2,3,1.8,·,i,-8,-4,5
O=C1N/C(=N\c2ccccn2)SC1Cc1ccc(Cl)cc1 (stereo not given),35,-3,1,-1,0.0,1.0,-0.4,·,-3,15
CC(=O)Nc1ccc(N=Cc2ccc(OCc3ccccc3)cc2)cc1,18,3,-1,5,1.7,·,-0.3,-9,0,0
COc1cccc(/C=N/NC(=O)CNC(=O)/C=C\c2ccccc2)c1O,-1,4,-1,3,-0.4,-0.5,-0.5,·,-2,1
CC1(C(=O)NS(=O)(=O)c2cccc(F)c2)CCN1C(=O)CCC1CCCC1 (stereo not given),·,·,·,·,·,0.1,-1.3,·,-2,4
CCOc1ccc(C(=O)N2CCN(S(=O)(=O)c3ccc4c(c3)OCCO4)CC2)cc1OCC,·,·,·,-5,-0.5,1.1,0.0,-2,-3,-4
O=C(CN(Cc1ccc2c(c1)OCO2)C(=O)CNS(=O)(=O)c1ccccc1)NCc1ccco1,-16,4,2,-1,-0.4,·,-2.2,-2,3,4
CCOc1ccc(NC(=O)Cn2nnc(-c3ccc(C(N)=O)cc3)n2)cc1S(=O)(=O)N1CCCC1,·,·,·,-2,-0.1,0.1,-0.7,5,-3,3
O=C(C1CCN(S(=O)(=O)c2ccc(Br)s2)CC1)N1CCN(C2CCCCC2)CC1,22,0,0,4,-0.8,0.4,i,-8,2,32
